# beta cell repl: inducers of MIN6 beta-cell proliferation, primary screen, ATP luminescence, uHTS. MIN6 cells proliferation, ATPlite luminescence, 48 h; cells starved in 0.2% serum; 100% = growth in 10% serum. proliferation, % at 10 µM. 0.29% of 330,000 active. AID 2380, 2010;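 active means compounds whose signal lies at least 3.5 SD above the mean of all wells on their plate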;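 further: 0% = DMSO-treated cells in low-serum medium and 100% = 10% serum control; some compounds called inactive have numbers as strong as hits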
# PfG6PD inh: PfG6PD enzyme inhibitors, primary screen, biochemical, fluorescence intensity, uHTS | AID 504690, 2011 | inhibition, % at 20 µM | glucose-6-phosphate dehydrogenase-6-phosphogluconolactonase (Plasmodium falciparum 3D7) | PfGluPho enzyme, NADPH resazurin-diaphorase fluorescence | 0.78% of 350,000 active;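 active means inhibition reaching at least a set limit at 20 µM in the primary screen, cut at about 59% in these data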;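 further: 0% = DMSO wells with substrate and 100% = DMSO wells lacking glucose-6-phosphate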
# SENP8 block-1: human SENP8 protease inhibitors, primary screen, biochemical, fluorescence, Nedd8 protein substrate, uHTS; AID 602440, 2012; Sentrin-specific protease 8 (Homo sapiens), Q96LD8; 0.64% of 360,000 active; inhibition, % at 20 µM; recombinant SENP8; in the data active means inhibition mostly above about 40%, no sharp cut-off; inactive means mostly below about 27%
# Target sequence (Q96LD8 whole entry, looked up): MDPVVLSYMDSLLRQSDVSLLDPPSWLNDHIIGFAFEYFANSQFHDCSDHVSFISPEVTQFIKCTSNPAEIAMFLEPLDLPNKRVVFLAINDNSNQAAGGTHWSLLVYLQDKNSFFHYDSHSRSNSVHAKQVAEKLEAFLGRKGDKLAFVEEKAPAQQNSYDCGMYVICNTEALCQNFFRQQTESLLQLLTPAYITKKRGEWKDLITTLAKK
# UBC13 polyUb: UBC13 polyubiquitin chain formation inhibitors, primary screen, biochemical, TR-FRET, uHTS; Ubiquitin-conjugating enzyme E2 N (Homo sapiens), P61088; inhibition, % at 20 µM; 0.47% of 330,000 active; AID 485273, 2010; in the data active means inhibition above about 45%, passing the limit was not always enough
# Target sequence (P61088 whole entry, looked up): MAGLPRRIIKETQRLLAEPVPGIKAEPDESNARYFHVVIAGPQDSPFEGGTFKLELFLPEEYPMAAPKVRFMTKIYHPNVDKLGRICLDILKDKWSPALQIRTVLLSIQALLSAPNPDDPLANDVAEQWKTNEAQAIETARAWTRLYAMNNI
# SENP8 block-2: SENP8 protease inhibitors, primary screen, biochemical, luminescence; Sentrin-specific protease 8 (Homo sapiens), Q96LD8; purified SENP8, Z-RLRGG-aminoluciferin cleavage; inhibition, % at 10 µM; 1.2% of 330,000 active; AID 2540, 2010; in the data active means inhibition above about 50%
# SENP7 inh: SENP7 protease inhibitors, primary screen, biochemical, luminescence, uHTS; recombinant SENP7, Z-RLRGG-aminoluciferin luminescence, 40 min; 1.5% of 330,000 active; inhibition, % at 5 µM; Sentrin-specific protease 7 (Homo sapiens), Q9BQF6;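 active means inhibition above about 50% at the single test dose, limit read from the data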;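 further: plate controls were DMSO with enzyme for no effect and no enzyme buffer wells for full effect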
# Target sequence (Q9BQF6 706-1050 limits assumed): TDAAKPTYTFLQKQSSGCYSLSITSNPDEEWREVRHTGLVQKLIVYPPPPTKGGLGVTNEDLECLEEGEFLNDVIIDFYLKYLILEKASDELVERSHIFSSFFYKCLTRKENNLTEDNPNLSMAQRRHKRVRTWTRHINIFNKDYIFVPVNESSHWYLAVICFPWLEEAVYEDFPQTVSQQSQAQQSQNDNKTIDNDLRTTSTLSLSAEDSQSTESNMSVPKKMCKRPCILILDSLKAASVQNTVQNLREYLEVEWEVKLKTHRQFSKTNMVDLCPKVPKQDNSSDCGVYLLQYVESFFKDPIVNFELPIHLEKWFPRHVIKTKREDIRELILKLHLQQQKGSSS
# HKDC1 inh: HKDC1 hexokinase inhibitors, primary screen, biochemical, fluorescence, uHTS | recombinant HKDC1, G6PDH/diaphorase resazurin coupled fluorescence | 0.16% of 340,000 active | Q2TB90 | inhibition, % at 20 µM;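 active means inhibition above about 35% when tested at 20 µM, limit read from the data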;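 further: plate controls were DMSO wells with enzyme for no effect and DMSO wells lacking enzyme for full effect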
#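 Test system: Recombinant HKDC1 (HK5) hexokinase enzyme, produced in-house | Input: HKDC1 at 5 µg/mL | Buffer or medium: Tris pH 8.0 buffer with MgCl2, Tween-20, BSA, BME | Schedule: 90 min reaction incubation at room temperature, dark | Technique: Resazurin-to-resorufin fluorescence via G6PDH and diaphorase coupling, 525/613 nm | Controls: DMSO wells with and without enzyme mix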
# SENP1 FRET inh: human SENP1 catalytic domain inhibitors, primary screen, biochemical, FRET, uHTS. Sentrin-specific protease 1 (Homo sapiens), Q9P0U3. recombinant SENP1 catalytic domain, CyPet-SUMO1-YPet FRET cleavage. inhibition, % at 10 µM. 0.21% of 360,000 active;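 active means inhibition at least 30% at 10 µM, raw YFP signal under a set limit, fluorescence ratio 0.5 to 1.5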;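 further: 0% = enzyme with DMSO and 100% = no enzyme wells; some results filed as inactive read as strong as hits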
# Target sequence (Q9P0U3 419-644 limits assumed): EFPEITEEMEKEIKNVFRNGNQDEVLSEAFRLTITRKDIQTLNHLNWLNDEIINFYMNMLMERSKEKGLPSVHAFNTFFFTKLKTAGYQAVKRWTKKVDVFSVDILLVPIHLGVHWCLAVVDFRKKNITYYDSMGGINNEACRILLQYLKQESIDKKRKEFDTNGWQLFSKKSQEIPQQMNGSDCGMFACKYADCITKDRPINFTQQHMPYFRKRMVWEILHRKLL
#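 Assay system – human recombinant His6-tagged SENP1 catalytic domain enzyme · Input – SENP1 enzyme, 20 pM final · Buffer or medium – Tris pH 8 buffer plus EDTA, NaCl, BME, BSA, NP40, catalase · Schedule – 50 min reaction at room temperature · Technique – FRET read of cyan and yellow fluorescence · Control set – no-enzyme wells low, DMSO-plus-enzyme wells high control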
# SENP6 inh: SENP6 protease inhibitors, primary screen, biochemical, luminescence, uHTS | Recombinant SENP6 catalytic domain, aminoluciferin luminescence | AID 2599, 2010 | 1.8% of 330,000 active | inhibition, % at 10 µM;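 active means inhibition above about 50% at the single tested dose, limit read from the data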;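 further: plate controls were DMSO wells with enzyme for no effect and DMSO wells lacking enzyme for full effect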
# * marks the source's active call; other numbers are inactive results; x = no result given. Rows are unselected; any-hit rate near 4%.
SMILES,beta cell repl,PfG6PD inh,SENP8 block-1,UBC13 polyUb,SENP8 block-2,SENP7 inh,HKDC1 inh,SENP1 FRET inh,SENP6 inh
CC(=O)NC(c1ccccc1)c1nc2ccccc2[nH]1 (stereo not given),-3,-12,2,-8,-5,3,2,1,2
CCOC(=O)c1sc2nc3c(SCC(=O)O)cc(C(=O)c4ccccc4O)cn3c(=O)c2c1C,-5,19,-239,-14,0,3,6,-34,-10
Cc1cccc(C(=O)OCc2cc3ccccc3[nH]c2=O)c1,0,0,-60,-4,-7,-9,-1,1,-24
COc1ccccc1C(CNC(=O)C(CCSC)NS(=O)(=O)c1ccccc1F)N1CCCC1 (stereo not given),2,-20,2,6,-3,-14,-5,0,-6
[N-]=C=C1C(=S)NC(=O)[C@H]([n+]2ccccc2)[C@H]1c1ccc(Cl)cc1,1,42,-28,-11,-5,4,16,-19,-6
CN1C(C(=O)Nc2ncccn2)=C(O)c2ccccc2S1(=O)=O,x,-22,1,x,x,x,-1,0,x
O=C(Cn1nc(C(=O)O)c2ccccc2c1=O)Nc1ccc(Cl)c(S(=O)(=O)N2CCOCC2)c1,-3,-6,-1,1,-1,-4,-1,2,5
CCCCCCc1cc2cc(-c3nnc(-c4ccccc4)o3)c(=O)oc2cc1O,-6,-6,-316,-23,-5,-10,1,-21,-13
CN(CCO)C(=O)c1c(NC(=O)c2ccccc2)sc2c1CCCC2,-3,-6,-9,4,-17,-5,5,-2,-4
O=C(CN(CC1CCCO1)C(=O)CNS(=O)(=O)c1ccc(Cl)cc1)NCCc1ccccc1 (stereo not given),0,6,15,1,2,1,4,2,-2
COc1c[nH]n(C2CCCCC2)c(=O)c1=O,4,-5,3,4,-2,2,-5,-1,14
CCn1c(C)c(C)c2cc(C(=O)NCCN3CCCCCC3)ccc21,-4,36,-24,16,3,4,-2,-31,6
O=C(NC(=S)N1CCCCCC1)C1CC1,-1,12,2,21,-1,10,12,-6,-4
CCN(c1ccccc1)S(=O)(=O)c1ccc2c(c1)N(C(C)=O)CCO2,0,5,7,-2,-6,-4,-5,1,0
CC12CCC(=O)N1C(C(=O)NNC(=O)COc1ccccc1Cl)CS2 (stereo not given),-1,-8,8,0,6,1,-1,1,19
O=C(NCC1CCN(c2ccc(S(=O)(=O)N3CCOCC3)cc2)CC1)Nc1ccccc1F,1,15,2,2,7,-5,-2,1,6
CCc1ccc2c(CN(C)Cc3ccc(OC(F)F)c(OC)c3)cc(=O)oc2c1,-4,16,9,-7,-4,0,2,-4,-10
CN1C(=O)C2(CCCCC2)C1c1ccccc1 (stereo not given),x,-25,3,x,x,-6,-3,2,x
CCOc1ccc(/C=C2\SC(=S)N(CC(=O)Nc3ccccn3)C2=O)cc1,-4,2,22,-7,-2,3,-1,-68,6
COc1ccc(NC(=O)Nc2nc(C)cc(C)n2)c(OC)c1,1,-17,13,8,-4,-4,-5,-1,-20
CCc1ccc(/C=C/C(=O)C2C(=O)c3ccccc3C2=O)cc1,-4,-13,50*,-47,-11,15,8,7,-1
COc1ccc(CCNC(=O)C2CCCN(c3nc(C)cc(C)n3)C2)cc1 (stereo not given),4,2,-30,8,-5,-6,-7,0,-2
CS(=O)(=O)N(CC(=O)NCC1CCCO1)c1cccc([N+](=O)[O-])c1 (stereo not given),-3,-6,15,-6,-7,-7,-1,3,-27
CCCc1nc2ccccc2c(=O)n1/N=C/c1c(C)[nH]n(-c2ccc(C)cc2)c1=O,-2,-33,-11,-20,0,0,-6,-7,8
CCN1C(=O)N[C@@H](c2cccs2)C(C(C)=O)=C1C,4,-7,19,-8,11,6,-6,1,-6
C[C@H](CO)N1C[C@H](C)[C@@H](CN(C)Cc2ccc(C(=O)O)cc2)Oc2c(NC(=O)c3ccncc3)cccc2C1=O,-2,-5,-3,4,-4,3,-4,-4,2
O=C(CSc1nnc(-c2cccnc2)n1Cc1ccco1)Nc1nc(-c2ccc(F)cc2)cs1,-2,-6,5,3,6,2,-4,-1,-6
Cc1ccc(NC(=O)COc2cccc(/C=C3\SC(=S)N(CCC(=O)O)C3=O)c2)cc1Cl,-2,-29,33,-22,47,-1,-2,2,66*
Clc1cc2c(c(Cn3cnc4ccccc43)c1)OCOC2,1,-14,6,11,0,0,-1,-2,-4
COc1cc(C(=O)NC2Cc3ccccc3C2)ccc1OC1CCN(C(C)=O)CC1,-3,4,7,-1,4,-5,-1,-1,5
O=C(CSc1ccccc1)Nc1ccc(C(=O)Nc2ccc(O)cc2)cc1,-2,12,6,-6,3,-1,-11,-1,-28
COc1ccc2[nH]cc(CCNC(=S)NCCc3ccccc3)c2c1,0,24,-2,24,6,-2,7,-3,5
O=C(NC1CCOCC1)C1CCC(=O)N(Cc2ccc(Cl)cc2)C1 (stereo not given),0,-15,4,0,5,7,-1,-2,-13
Cc1ccc(-n2ncc3c2CC(C)(C)CC3NC(=O)CCc2ccncc2)cc1 (stereo not given),4,-8,6,1,-12,6,-5,2,-16
COc1ccc(NC(=S)N(CCc2c(C)[nH]c3ccccc23)Cc2cccnc2)cc1,2,4,-1,10,-5,-1,-2,-3,-1
Cc1cc(C)cc(-n2c(SC(C)C(=O)NCc3ccc4c(c3)OCO4)nc3ccccc3c2=O)c1 (stereo not given),-4,-6,31,-18,-3,-10,-3,-1,-14
O=C(COC(=O)C1CCC1)NCc1ccc(F)cc1,0,-1,14,-4,-8,-4,-5,0,1
COc1ccccc1/C=C/C(=O)OCC(=O)NCCC1=CCCCC1,3,-19,4,12,1,8,2,2,8
CC1(C)C(=O)N(CCN2CCC(C(=O)c3ccc(F)cc3)CC2)c2ccccc21,-1,-19,4,16,3,-3,5,2,-8
Cn1c(-c2cc3ccccc3oc2=O)nc2ccccc21,-3,-11,-433,8,-2,-13,0,-2,-26
Cc1ccc2c(c1)P(=O)(O)c1cc(C)ccc1O2,x,10,4,x,x,x,-5,1,x
O=C(COn1nnc2ccccc21)N1CCN(Cc2ccccc2)CC1,0,-9,5,7,-6,0,-2,1,-33
O=[N+]([O-])c1cc(C(F)(F)F)cc([N+](=O)[O-])c1NCCN1CCNCC1,-6,35,39,-22,-16,-5,0,2,-4
O=C(CSC1=NCCS1)N1CCOCC1,-1,-1,24,4,-2,-4,-5,2,11
COc1ccc(C2C(C(=O)c3cccs3)=C(O)C(=O)N2Cc2cccnc2)cc1OC (stereo not given),0,-1,-2,-12,-1,-3,0,-7,10
Cc1cc(=O)[nH]c(SCC(=O)NC2CCCCCCC2)n1,-4,-14,0,6,3,-6,-5,2,7
Cc1ccccc1C(=O)NNC(=O)C1CC(=O)N(Cc2ccccc2)C1 (stereo not given),5,-3,22,1,6,-1,-6,3,-7
O=C(Cc1csc(-c2cccc(Cl)c2)n1)Nc1cccc(S(=O)(=O)NC2=NCCC2)c1,2,-17,5,5,2,0,-2,-1,1
Cc1cccc(S(=O)Cc2ccc(C(=O)NC3CCN(Cc4ccccc4)CC3)o2)c1 (stereo not given),1,7,8,4,1,-9,-6,0,-2
COc1ccc(N2C(=O)C3CCCN3C2c2cccc(OC)c2)cc1 (stereo not given),-1,2,16,1,4,-8,-4,1,-4
NS(=O)(=O)c1ccc(CCNCc2cccnc2)cc1,-1,0,12,-1,-3,14,-5,1,-28
Cc1noc(C)c1COc1ccccc1C(=O)NCCOc1ccccc1,0,-17,4,-7,-8,4,-5,2,-7
CCOc1ccc2nc(NCCNC(=O)C(C)(C)C)c(C)cc2c1,-2,8,-384,-2,-1,5,1,0,13
NS(=O)(=O)c1ccc(NC(=O)c2ccc(S(=O)(=O)N3CCc4ccccc43)cc2)cc1,-2,22,-3,-11,-3,1,-6,0,-5
COc1ccc(-n2nnc3c(=O)n(Cc4cccc(C)c4)cnc32)cc1,-3,2,23,12,-5,5,-6,4,-14
CCOC(=O)C1CCN(C(=O)Nc2ccc(Cl)cc2Cl)CC1,-3,8,16,-16,-15,-8,-12,0,-5
O=[N+]([O-])c1ccc(Cl)c(/C=N/N2CCN(C3c4ccccc4-c4ccccc43)CC2)c1,x,-6,30,x,x,x,2,3,x
CSc1cccc(NS(=O)(=O)c2ccc3c(c2)CCN3C(C)=O)c1,-3,-7,15,5,0,14,-4,1,-8
COC(=O)c1ccc(CNC(=O)c2ccc(COc3ccccc3)cc2)cc1,0,-12,-3,-17,-7,-5,-11,-1,10
COC(=O)c1ccc(C2=NOC(C)(c3nnc(-c4cccc(Cl)c4)o3)C2)cc1 (stereo not given),-7,10,9,-6,-5,2,4,0,-11

# Following part
SMILES,beta cell repl,PfG6PD inh,SENP8 block-1,UBC13 polyUb,SENP8 block-2,SENP7 inh,HKDC1 inh,SENP1 FRET inh,SENP6 inh
NC(=O)C1CNc2ccccc2O1 (stereo not given),0,-16,16,-12,1,-12,-8,4,-10
O=C(Cc1ccc([N+](=O)[O-])cc1)Nc1ccc(C(=O)N2CCOCC2)cc1,4,7,20,6,-2,-5,-5,5,3
CC(=O)C[C@H](O)CC(=O)[C@H]1OC(=O)[C@@H](C)C/C=C\Cc2ccccc21,0,23,-5,0,7,-1,-2,0,-9
CCN(CC)CC(=O)c1c[nH]c2ccc(OC)cc12,-2,4,-11,2,-1,-4,2,-1,-4
COCCCNC(=O)Cn1cc(/C=C(\C#N)C(=O)N2CCN(c3ccccc3)CC2)c2ccccc21,-1,-6,-11,0,1,8,19,-22,-6
CCOc1ccc(-c2nnc(SCC(=O)N3CCNC3=O)o2)cc1,-3,9,16,1,2,0,-3,2,11
CCC(C(=O)NC1C(=O)N2C(C(=O)O)=C(CSc3nnc(C)s3)CSC12)c1ccccc1 (stereo not given),-1,22,-19,-1,-1,3,-6,-5,-8
CCC1(c2ccccc2)NC(=O)N(CC(=O)N(C)CC(=O)Nc2ccc(F)c(F)c2F)C1=O (stereo not given),-5,-12,20,0,-8,12,-4,0,-19
Cc1nc(Nc2ccccc2O)c2oc3ccccc3c2n1,-2,0,-10,6,7,2,-1,0,16

# Full records from above. Order of values: beta cell repl, PfG6PD inh, SENP8 block-1, UBC13 polyUb, SENP8 block-2, SENP7 inh, HKDC1 inh, SENP1 FRET inh, SENP6 inh
# COCCCNC(=O)Cn1cc(/C=C(\C#N)C(=O)N2CCN(c3ccccc3)CC2)c2ccccc21 in the list: -1, -6, -11, 0, 1, 8, 19, -22, -6
# O=C(Cc1ccc([N+](=O)[O-])cc1)Nc1ccc(C(=O)N2CCOCC2)cc1 in the list: 4, 7, 20, 6, -2, -5, -5, 5, 3

# Screens from PubChem BioAssay.
